MITF inh: human MITF inhibition, primary screen; O75030; AlphaScreen MITF homodimerization, bead proximity signal; inhibition, % at 2.6 µM; hit rate 0.91% among 650,000; AID 1259374; in the data active = inhibition above about 50%;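 note: 0% = vehicle wells with protein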
Target sequence (O75030 whole entry, looked up): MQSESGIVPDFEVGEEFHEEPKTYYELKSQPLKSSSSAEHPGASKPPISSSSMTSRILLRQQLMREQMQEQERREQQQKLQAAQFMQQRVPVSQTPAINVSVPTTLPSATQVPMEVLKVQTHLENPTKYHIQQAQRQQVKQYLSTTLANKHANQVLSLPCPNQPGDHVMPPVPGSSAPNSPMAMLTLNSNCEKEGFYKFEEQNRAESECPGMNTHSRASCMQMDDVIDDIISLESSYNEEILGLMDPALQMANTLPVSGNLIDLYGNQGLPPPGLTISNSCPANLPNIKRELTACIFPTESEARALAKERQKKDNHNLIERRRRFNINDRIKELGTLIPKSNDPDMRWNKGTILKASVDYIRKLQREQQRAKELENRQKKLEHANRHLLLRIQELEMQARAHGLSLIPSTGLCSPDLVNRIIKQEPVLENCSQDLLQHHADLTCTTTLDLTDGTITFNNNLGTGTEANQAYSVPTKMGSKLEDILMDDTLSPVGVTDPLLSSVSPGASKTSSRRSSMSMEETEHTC
TEAD-YAP inh: TEAD-YAP interaction inhibition. HEK-TIYL cells, TEAD-Gal4/YAP UAS-luciferase luminescence. inhibition, % at 9.12 µM. hit rate 1.4% among 640,000. AID 1259422; in the data active = inhibition above about 32%;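 note: 0% = median of test compound wells and 100% = reference inhibitor wells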
GPR151 ag: activators of human GPR151. Q8TDV0. PathHunter beta-arrestin GPR151 cells, luminescence. activation, % at 11.2 µM. hit rate 1% among 650,000; in the data active = activation above about 4.9%;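 note: 0% = median of compound wells and 100% = cells with positive control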
Target sequence (Q8TDV0 whole entry, looked up): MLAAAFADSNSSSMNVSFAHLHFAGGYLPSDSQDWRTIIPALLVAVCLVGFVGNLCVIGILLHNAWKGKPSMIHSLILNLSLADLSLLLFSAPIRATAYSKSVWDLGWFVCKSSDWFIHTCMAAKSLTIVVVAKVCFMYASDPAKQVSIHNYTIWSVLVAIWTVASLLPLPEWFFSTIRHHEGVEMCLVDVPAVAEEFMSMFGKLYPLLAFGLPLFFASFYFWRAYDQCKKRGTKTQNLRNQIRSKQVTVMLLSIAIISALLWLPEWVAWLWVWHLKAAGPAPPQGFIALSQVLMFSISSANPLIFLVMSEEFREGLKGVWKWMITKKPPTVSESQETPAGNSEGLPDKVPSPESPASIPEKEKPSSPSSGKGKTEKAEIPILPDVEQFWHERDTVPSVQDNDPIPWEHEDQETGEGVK
FBW7 activator: activators of human E3 ligase FBW7. Q969H0. AlphaScreen FBW7–phospho-cyclin E peptide binding, activator screen. normalized activity (activation), % at 26.1 µM. hit rate 0.13% among 650,000. AID 1259310; in the data active = normalized activity above about 1.9%;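 note: purified mutant Fbw7 with reduced substrate affinity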
An asterisk follows results filed as active. No enrichment for hits, and some 3.4% of all compounds hit somewhere here.

Results for O=C(CNC(=O)c1ccccc1)OCC(=O)c1ccc(Br)s1 ?
MITF inh: -9; TEAD-YAP inh: 4; GPR151 ag: 0.3; FBW7 activator: -0.2

How did CCOC(=O)c1c(C)oc2ccc(NS(=O)(=O)c3ccc(Cl)cc3)cc12 do in these assays?
MITF inh: 3; TEAD-YAP inh: 11; GPR151 ag: 0.4; FBW7 activator: 0.0

How did COc1ccc(C2CC(=O)c3cnc(NC(=O)c4ccccc4)nc3C2)cc1OC (stereo unspecified) do in these assays?
MITF inh: 0; TEAD-YAP inh: -1; GPR151 ag: 3.0; FBW7 activator: 0.0

How did COC(=O)C1=C(NC(=O)c2cccs2)CCS1 do in these assays?
MITF inh: -4; TEAD-YAP inh: -1; GPR151 ag: -1.7; FBW7 activator: 0.0

Results for CC(=O)c1ccc(NC(=O)C(c2ccccc2)c2ccccc2)cc1 ?
MITF inh: 1; TEAD-YAP inh: -4; GPR151 ag: 2.0; FBW7 activator: 0.0

What do the screens show for `CC(C)C(OC(=O)CN1C(=O)c2ccccc2C1=O)C(=O)NC(N)=O` (stereo unspecified)?
MITF inh: 6; TEAD-YAP inh: -8; GPR151 ag: -1.7; FBW7 activator: 0.1

Results for COc1ccccc1C/C(N)=N/OC(=O)c1cccc(I)c1 ?
MITF inh: 0; TEAD-YAP inh: 5; GPR151 ag: -0.5; FBW7 activator: 0.2

Results for CCOc1ccc(C=C2C(=O)NC(=S)NC2=O)cc1OCc1ccccc1 ?
MITF inh: 10; TEAD-YAP inh: 5; GPR151 ag: -0.4; FBW7 activator: 0.0

What do the screens show for `CCc1ccc(NC(=O)Cn2c(=O)c3c(N4CCN(C(C)=O)CC4)ccnc3n(C)c2=O)cc1`?
MITF inh: 13; TEAD-YAP inh: 1; GPR151 ag: 0.7; FBW7 activator: 0.1

What do the screens show for `CS(=O)(=O)Nc1ccccc1C(=O)N1CCN(c2ccc(F)cc2)CC1`?
MITF inh: 3; TEAD-YAP inh: -2; GPR151 ag: 0.2; FBW7 activator: 0.1

How did CC1CCC(N2CCN(Cc3cccc([N+](=O)[O-])c3)CC2)CC1 (stereo unspecified) do in these assays?
MITF inh: 60*; TEAD-YAP inh: -6; GPR151 ag: -0.5; FBW7 activator: 0.0

Results for COc1ccc(CCC(=O)NCCc2cn3ccccc3n2)cc1 ?
MITF inh: -4; TEAD-YAP inh: -2; GPR151 ag: -1.4; FBW7 activator: -0.1

What do the screens show for `Cc1ccc2nc(CN(C)C(C)c3nccs3)nc(N3CCSCC3)c2c1` (stereo unspecified)?
MITF inh: 18; TEAD-YAP inh: -1; GPR151 ag: -1.1; FBW7 activator: -1.0

Results for CC1CN(S(=O)(=O)c2ccc(C(=O)Nc3nc(-c4cccc([N+](=O)[O-])c4)cs3)cc2)CC(C)O1 (stereo unspecified) ?
MITF inh: 7; TEAD-YAP inh: 4; GPR151 ag: 0.8; FBW7 activator: 0.0

What do the screens show for `O=C(NCC(c1cccnc1)N1CCOCC1)Nc1ccccc1` (stereo unspecified)?
MITF inh: -3; TEAD-YAP inh: -2; GPR151 ag: 0.9; FBW7 activator: -0.1

Results for CC(C)n1c(-c2ccc(N3CCOCC3)nc2)nc2c(NCc3cccc(C(F)(F)F)c3)ncnc21 ?
MITF inh: 13; TEAD-YAP inh: -15; GPR151 ag: 2.0; FBW7 activator: 0.1

What do the screens show for `CCOC(=O)c1cnc2c(C)cc(C)cc2c1Nc1ccccc1C`?
MITF inh: -6; TEAD-YAP inh: 10; GPR151 ag: -0.4; FBW7 activator: 0.1

How did CC(C)CCC1(C2CCN(Cc3ccc4c(c3)CCO4)CC2)NC(=O)NC1=O (stereo unspecified) do in these assays?
MITF inh: 7; TEAD-YAP inh: 11; GPR151 ag: -0.4; FBW7 activator: 0.2

Results for Cc1nc(CC2(c3ccccc3)C(=O)Nc3cc(F)ccc32)cs1 (stereo unspecified) ?
MITF inh: -1; TEAD-YAP inh: 0; GPR151 ag: 2.9; FBW7 activator: 0.5

How did CCCCCOc1ccc(NC(=O)c2ccc(Oc3ccccc3)cc2)cc1 do in these assays?
MITF inh: 12; TEAD-YAP inh: 9; GPR151 ag: -1.2; FBW7 activator: 0.4

What do the screens show for `Cc1cccc(CC(=O)NCCn2nc(-c3cccs3)oc2=O)c1`?
MITF inh: -2; TEAD-YAP inh: -8; GPR151 ag: -1.6; FBW7 activator: -0.1

Results for COC(=O)c1cc(NC(=O)C23CCC(C)(C(=O)C2=O)C3(C)C)cc(C(=O)OC)c1 (stereo unspecified) ?
MITF inh: 59*; TEAD-YAP inh: 3; GPR151 ag: 1.5; FBW7 activator: 0.1

How did CC(C)n1c(Nc2ccncn2)nc2c(NC3CCN(Cc4ccccc4)CC3)ncnc21 do in these assays?
MITF inh: 5; TEAD-YAP inh: 6; GPR151 ag: 0.5; FBW7 activator: -0.1

What do the screens show for `NS(=O)(=O)c1ccc(CCNC(=O)CSc2nc3c(sc(=S)n3-c3ccccc3)c(=O)[nH]2)cc1`?
MITF inh: 27; TEAD-YAP inh: 6; GPR151 ag: -1.0; FBW7 activator: -0.6

Results for O=C(Cn1cc(/C=N/O)c2ccccc21)Nc1ccc(F)cc1 ?
MITF inh: 0; TEAD-YAP inh: 4; GPR151 ag: -0.3; FBW7 activator: 0.0

Results for CN(C)c1ccc(NC(=O)CSc2ccccc2C(=O)O)cc1 ?
MITF inh: -3; TEAD-YAP inh: 12; GPR151 ag: -2.1; FBW7 activator: 0.0

Results for COc1cc(OC)cc(C(=O)c2c(N)sc3c2CCCC3)c1 ?
MITF inh: -11; TEAD-YAP inh: 3; GPR151 ag: -0.2; FBW7 activator: 0.3

What do the screens show for `O=C(NCc1cccnc1)c1ccccc1NC(=O)C(c1ccccc1)c1ccccc1`?
MITF inh: -7; TEAD-YAP inh: 15; GPR151 ag: -1.0; FBW7 activator: -0.1

Results for CN(C)C(C(=O)Nc1ccc2c(c1)OCO2)c1ccccc1 (stereo unspecified) ?
MITF inh: 7; TEAD-YAP inh: -17; GPR151 ag: -0.3; FBW7 activator: -0.1

How did Cc1ccc(C(=O)NCCOc2cccc(C)c2)cc1 do in these assays?
MITF inh: 16; TEAD-YAP inh: -27; GPR151 ag: -0.3; FBW7 activator: -0.1

Sorted by length of the SMILES (ascending): part of the list above
How did Cc1ccc(C(=O)NCCOc2cccc(C)c2)cc1 do in these assays?
MITF inh: 16; TEAD-YAP inh: -27; GPR151 ag: -0.3; FBW7 activator: -0.1

Results for CN(C)C(C(=O)Nc1ccc2c(c1)OCO2)c1ccccc1 (stereo unspecified) ?
MITF inh: 7; TEAD-YAP inh: -17; GPR151 ag: -0.3; FBW7 activator: -0.1

What do the screens show for `CCOC(=O)c1cnc2c(C)cc(C)cc2c1Nc1ccccc1C`?
MITF inh: -6; TEAD-YAP inh: 10; GPR151 ag: -0.4; FBW7 activator: 0.1

What do the screens show for `O=C(NCc1cccnc1)c1ccccc1NC(=O)C(c1ccccc1)c1ccccc1`?
MITF inh: -7; TEAD-YAP inh: 15; GPR151 ag: -1.0; FBW7 activator: -0.1

Results for CC(C)n1c(-c2ccc(N3CCOCC3)nc2)nc2c(NCc3cccc(C(F)(F)F)c3)ncnc21 ?
MITF inh: 13; TEAD-YAP inh: -15; GPR151 ag: 2.0; FBW7 activator: 0.1

Continued.
How did COc1ccc(Cl)cc1C(=O)CSc1nnnn1C(C)C do in these assays?
MITF inh: -9; TEAD-YAP inh: -6; GPR151 ag: -0.1; FBW7 activator: -0.2

What do the screens show for `Cc1ccc(C2C(C(=O)c3ccco3)=C(O)C(=O)N2CCCN(C)C)o1` (stereo unspecified)?
MITF inh: 18; TEAD-YAP inh: 1; GPR151 ag: -1.7; FBW7 activator: 0.1

Results for CCCC(c1nnnn1C(C)(C)C)N(CCO)Cc1cc2cc(C)ccc2[nH]c1=O (stereo unspecified) ?
MITF inh: 20; TEAD-YAP inh: -5; GPR151 ag: 0.3; FBW7 activator: 0.3

Results for c1ccc(Oc2nc(Oc3ccccc3)nc(Oc3ccccc3)n2)cc1 ?
MITF inh: 2; TEAD-YAP inh: -1; GPR151 ag: 0.2; FBW7 activator: 0.0

What do the screens show for `COc1cccc(OCc2nnc(SCC(=O)NC(C)(C)C)o2)c1`?
MITF inh: 15; TEAD-YAP inh: -6; GPR151 ag: 1.2; FBW7 activator: 1.0

How did CC(C(=O)Nc1ccc2ccccc2c1)N1C(=O)c2ccccc2C1=O (stereo unspecified) do in these assays?
MITF inh: 10; TEAD-YAP inh: 8; GPR151 ag: -0.3; FBW7 activator: 0.6

How did O=C(Cn1nnc2ccccc2c1=O)NCc1ccccn1 do in these assays?
MITF inh: -3; TEAD-YAP inh: -2; GPR151 ag: -1.0; FBW7 activator: 0.3

How did COc1ccc(CNC(=O)c2ccc(Cl)c(S(=O)(=O)Nc3ccccc3)c2)cc1 do in these assays?
MITF inh: -17; TEAD-YAP inh: -7; GPR151 ag: 0.0; FBW7 activator: 0.1

How did COc1cc(/C=N/NC(=O)COc2ccccc2C)cc(I)c1O do in these assays?
MITF inh: 0; TEAD-YAP inh: 5; GPR151 ag: 1.3; FBW7 activator: -0.1

Results for CN(C)C=Nc1ccc2nc3c(cc2c1)[nH]c1ccccc13 ?
MITF inh: 16; TEAD-YAP inh: -24; GPR151 ag: 0.7; FBW7 activator: 1.0

How did CCOC(=O)c1oc2ccccc2c1COc1ccc(C)nc1[N+](=O)[O-] do in these assays?
MITF inh: 2; TEAD-YAP inh: -11; GPR151 ag: 0.3; FBW7 activator: 0.0

What do the screens show for `CCOC(=O)Nc1c(C)n(C)n(-c2ccccc2)c1=O`?
MITF inh: 0; TEAD-YAP inh: 2; GPR151 ag: 0.4; FBW7 activator: -0.1

Results for COc1ccc(CN2CCC(N3CCCCC3CO)CCC2=O)cc1 (stereo unspecified) ?
MITF inh: 4; TEAD-YAP inh: -4; GPR151 ag: 0.4; FBW7 activator: -0.1

How did N/C(=N\OC(=O)CSc1ccccc1)c1cccnc1 do in these assays?
MITF inh: 7; TEAD-YAP inh: -47; GPR151 ag: -0.9; FBW7 activator: 0.1

What do the screens show for `CCCCCCSc1nnc2n(-c3ccccc3)c(=O)c3c(C)c(C)sc3n12`?
MITF inh: 17; TEAD-YAP inh: 8; GPR151 ag: 0.8; FBW7 activator: -0.1

What do the screens show for `C/C(=N/NC(N)=O)c1ccc2c(c1)Cc1ccccc1-2`?
MITF inh: -2; TEAD-YAP inh: -66; GPR151 ag: 1.1; FBW7 activator: -0.2

What do the screens show for `Cc1ccc(-n2ncc(C#N)c2/N=C/N(C)C)cc1`?
MITF inh: 10; TEAD-YAP inh: -2; GPR151 ag: -0.2; FBW7 activator: 0.0

What do the screens show for `CCCCN1C=C(C(=O)OC)C(c2ccccc2Cl)C(C(=O)OC)=C1`?
MITF inh: 5; TEAD-YAP inh: 9; GPR151 ag: 1.4; FBW7 activator: 1.2

Results for N#CCCN(C(=O)c1cc(Cl)ccc1NS(=O)(=O)c1cccc2nsnc12)C1CCCCC1 ?
MITF inh: -9; TEAD-YAP inh: -3; GPR151 ag: -0.1; FBW7 activator: -0.1

How did CC(C)[C@H](NC(=O)c1ccccc1)C(=O)N1CCN(Cc2ccccc2)CC1 do in these assays?
MITF inh: 12; TEAD-YAP inh: 8; GPR151 ag: -1.0; FBW7 activator: 0.1

What do the screens show for `CC(C)OCCCNC(=O)C(C)N(c1ccc(Cl)cc1)S(C)(=O)=O` (stereo unspecified)?
MITF inh: 1; TEAD-YAP inh: 6; GPR151 ag: -1.2; FBW7 activator: -0.1

How did O=C(O)c1ccc(C(=O)CNc2ccc(I)cc2)cc1 do in these assays?
MITF inh: -4; TEAD-YAP inh: -9; GPR151 ag: 1.2; FBW7 activator: -0.1

How did Cn1c(-c2ccccc2O)[n+](C)c2ccccc21 do in these assays?
MITF inh: -9; TEAD-YAP inh: -4; GPR151 ag: -0.7; FBW7 activator: 0.0

What do the screens show for `CCc1ccc(C2C(C#N)=C(N)N(N(C)C)C3=C2C(=O)CC(c2ccccc2)C3)cc1` (stereo unspecified)?
MITF inh: 1; TEAD-YAP inh: -1; GPR151 ag: -0.3; FBW7 activator: 0.1

What do the screens show for `C=CCn1c(SCC(=O)N2CCCCC2)nc2sc(C)c(C)c2c1=O`?
MITF inh: 18; TEAD-YAP inh: -6; GPR151 ag: -0.7; FBW7 activator: 0.2

How did CNC(=O)COC(=O)c1cccc(I)c1 do in these assays?
MITF inh: -7; TEAD-YAP inh: 3; GPR151 ag: -0.5; FBW7 activator: 0.1

What do the screens show for `CCCCCCc1nc2ccccc2c(=O)n1NC(=O)c1c(O)c2cccc3c2n(c1=O)CCC3`?
MITF inh: 6; TEAD-YAP inh: 1; GPR151 ag: 0.4; FBW7 activator: -0.1

Results for Cc1ccc2c(nc3s/c(=C\c4ccc(OCc5ccccc5F)cc4)c(=O)n32)c1C ?
MITF inh: 6; TEAD-YAP inh: 1; GPR151 ag: -0.3; FBW7 activator: 0.1

What do the screens show for `O=C(COc1coc(CN2CCN(c3cccc(Cl)c3)CC2)cc1=O)N1CCCCC1`?
MITF inh: -7; TEAD-YAP inh: 10; GPR151 ag: -2.1; FBW7 activator: 0.1

How did COc1ccc(/C=C2\SC(N3CC(C)OC(C)C3)=NC2=O)cc1 (stereo unspecified) do in these assays?
MITF inh: -6; TEAD-YAP inh: 14; GPR151 ag: 1.6; FBW7 activator: -0.1

Assay outcomes: PubChem, The Scripps Research Institute Molecular Screening Center
